Source: PubChem
WT yeast gro inh: growth inhibition of WT yeast, mitochondrial fusion screen; inhibition, % at 10 µM; mitochondrial fusion phenotypic screen, WT strain; 2.1% of 190,000 active; in the data active = inhibition above about 58%; tested in S. cerevisiae
TNAP activators: human TNAP enzyme activators, primary screen, biochemical, luminescent, no phosphate acceptor, uHTS (AID 1001). purified TNAP, luminescent activation assay, no phosphate acceptor; higher activation fold means a stronger effect. activation fold at 20 µM, or EC50 in µM where a hit was titrated. 0.03% of 200,000 active; in the data active = activation fold from about 3, or a potency from the dose series; inactive = the rest, 99 in 100 with activation fold below about 1.6; also: many of its hits are not listed in these tables
XIAP antagonists: small molecules displacing peptide from XIAP – biochemical, IAP family, fluorescence polarization (AID 1018) | XIAP BIR domain, fluorescence polarization peptide displacement; higher % means a stronger effect | one-dose displacement, % at 20 µM; IC50 in µM for titrated hits | 0.007% of 200,000 active; in the data active = displacement above about 50%; also: a part of the inactive calls stands beside numbers as strong as those of hits
Myeloid diff MLP: myeloid differentiation induction. calls only at 10 µM. 1% of 360,000 active. ER-HoxA9 myeloid progenitors, lysozyme-GFP differentiation, flow cytometry;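 active = normalized GFP-positive differentiation at or above the plate's own cutoff, the solvent-only control mean plus 3 SD; inconclusive = no clear call, values can overlap the other calls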;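 also: cells exposed to compound for four days before flow analysis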
PMI inhibitors: MPI enzyme activity inhibition – biochemical, fluorescence intensity, coupled assay, primary screen (AID 1209) | 0.42% of 190,000 active | one-dose inhibition, % at 20 µM; IC50 in µM for titrated hits | purified PMI enzyme, coupled fluorescence intensity; higher % means a stronger effect;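 also: plate controls were DMSO vehicle for no effect and wells lacking substrate for full effect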
RSV CPE inhibition: RSV antiviral activity via CPE protection, HEp-2 cells, primary 10 µM value included (AID 2391); HEp-2 cells, RSV-induced CPE inhibition; higher % means a stronger effect; one-dose CPE inhibition, % at 10 µM; IC50 in µM for titrated hits; 0.13% of 310,000 active; in the data active = a potency from the dose series; inconclusive = CPE inhibition mostly from about 23% at the one dose, without a potency; inactive = the rest, 99 in 100 with CPE inhibition below about 21%; also: strong numbers were not always called active
SIAH1 antagonists: blockers of Siah-1 interaction with plectin peptide – biochemical, fluorescence polarization, rhodamine-plectin, uHTS, primary screen (AID 1817); Siah-1 / rhodamine-plectin peptide fluorescence polarization; higher % means a stronger effect; displacement, % at 20 µM; hits with a dose series show IC50 in µM; 0.02% of 290,000 active;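 active = displacement of at least 50% at 20 µM, with a fluorescence ratio check between 0.3 and a set limit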;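 also: plate controls were Siah plus tracer with DMSO for no effect and tracer alone without Siah for full effect; strong numbers were not always called active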
PhoP inhibition: inhibitors of PhoP regulon expression, primary screen, Salmonella Typhimurium, GFP reporter (AID 1863); inhibition, % at 50 µM; hits with a dose series show IC50 in µM; S. Typhimurium PhoP-regulated promoter GFP reporter, 4 h; higher % means a stronger effect; 0.16% of 300,000 active;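 active = inhibition over 29.93%, a cutoff 3 SD above the screen mean, later confirmed by dose response; inconclusive = inhibition over 29.93% but no dose response follow-up; inactive = inhibition at most 29.93% or unconfirmed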;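 also: 0% = low Mg2+ inducing control and 100% = high Mg2+ repressing control; strong numbers were not always called active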
human PMI inhibitors: MPI inhibition at elevated mannose 6-phosphate – biochemical, fluorescence intensity, high mannose 6-phosphate, primary screen (AID 1220); 0.66% of 190,000 active; recombinant PMI enzyme, coupled fluorescence intensity; higher % means a stronger effect; inhibition, % at 20 µM; hits with a dose series show IC50 in µM
WT yeast gro inh mutant strain: further read-out of WT yeast gro inh, marked with its call; inhibition, %; mitochondrial fusion phenotypic screen, mutant strain inhibition
Myeloid diff MLP GFP+ MAC1+ %: recorded beside Myeloid diff MLP, whose call it bears; GFP+ MAC1+ double positive, %; measured here: differentiation confirmed by MAC1 staining
The depositor's hits bear a star; i = inactive; ? = inconclusive; . = no result given. Rule as the data show it, unless noted: active = inhibition above about 50%; inactive = the rest. This is a random part of the collection; any-hit rate near 3.1%.

No. | canonical_smiles | WT yeast gro inh | WT yeast gro inh mutant strain | TNAP activators | XIAP antagonists | Myeloid diff MLP | Myeloid diff MLP GFP+ MAC1+ %
1 | Cc1cc(NC(=O)c2cc3n(n2)C(C(F)(F)F)CC(c2ccco2)N3)n(-c2ccccc2)n1 (stereo not given) | 8.8 | 22.4 | 1 | -4.3% | i | 1.2
2 | O=C(O)CSc1nc(-c2ccccc2)nc2c1CCCC2 | . | . | . | . | i | 0.3
3 | Cc1cccc(C(=O)NNS(=O)(=O)c2ccc(F)cc2)c1O | . | . | . | . | i | 0.7
4 | CC(C)N(C(=O)Nc1ccc2nsnc2c1)C(C)C | -10.3 | -12.5 | 1.1 | -6.9% | . | .
5 | CCC1ON(C(C)C)C2c3nc4ccccc4n3CC12 (stereo not given) | . | . | . | . | i | 3.7
6 | COc1cc2c(C(=O)NCCCN3CC(C)CC(C)C3)cn(CC(C)C)c(=O)c2cc1OC (stereo not given) | -5.3 | -3.3 | 1.1 | -4.0% | i | 0.6
7 | O=C(/C=C/c1ccc(Cl)cc1Cl)NC(=S)Nc1ccccn1 | -6.3 | 12.2 | 1 | -6.9% | i | 0.9
8 | COc1ccc(C(C(=O)NC2CCCCC2)N(C(=O)Cc2c[nH]c3ccccc23)c2ccccc2C)cc1OC (stereo not given) | -18.9 | -2.4 | 1.2 | -2.8% | i | 0.0

No. | PMI inhibitors | RSV CPE inhibition | SIAH1 antagonists | PhoP inhibition | human PMI inhibitors
1 | 12.0% | 14.0% | -5.1% | -7.9% | 10.9%
2 | . | 1.6% | -1.4% | -13.4% | .
3 | . | 0.1% | 4.2% | -4.2% | .
4 | . | 1.5% | 65.7% | 2.8% | .
5 | . | 3.6% | 8.5% | -5.8% | .
6 | 8.5% | 0.3% | 2.1% | -2.2% | 11.0%
7 | -0.4% | 0.9% | 3.5% | -9.0% | -2.4%
8 | 20.7% | ? | -2.9% | 15.0% | 6.6%

(list continues)
No. | canonical_smiles | WT yeast gro inh | WT yeast gro inh mutant strain | TNAP activators | XIAP antagonists | Myeloid diff MLP | Myeloid diff MLP GFP+ MAC1+ %
9 | Cc1noc(C)c1COC(=O)c1ccc(-c2nc3ccccc3s2)s1 | -2.6 | -9.6 | 1 | -3.1% | i | 0.2
10 | O=C(CSc1nnnn1-c1ccccc1)N1CCc2ccccc2C1 | -9.4 | -17.9 | 1 | 44.5% | i | 0.6
11 | Cc1ccc(NC(=O)CSc2nnc(CCC(=O)O)c(=O)[nH]2)cc1 | . | . | . | . | i | 0.2
12 | O=C(CSc1nc2ccccc2s1)Nc1ccc(C(=O)O)cc1 | . | . | . | . | i | 0.2
13 | O=C(COc1ccccc1O)c1cccs1 | -2.9 | -29.4 | 1.1 | -5.5% | i | 1.5
14 | CC1=CC(=O)C=C(C)C1=NOS(=O)(=O)c1ccccc1 | -22.1 | 7.8 | 1 | -2.7% | ? | .
15 | CCCCNc1oc(-c2cccs2)nc1S(=O)(=O)c1ccccc1 | -9.3 | -9.0 | 1.1 | -10.4% | i | 0.9
16 | CCOC(=O)C1CCN(C(=O)c2ccccc2N(C)S(=O)(=O)c2ccccc2)CC1 | -3.2 | 10.1 | 1.1 | -3.7% | i | 0.8

No. | PMI inhibitors | RSV CPE inhibition | SIAH1 antagonists | PhoP inhibition | human PMI inhibitors
9 | 1.1% | 1.5% | 1.2% | 1.0% | 4.6%
10 | 4.0% | 1.8% | 5.3% | -12.8% | -2.4%
11 | . | -0.4% | 2.9% | -0.2% | .
12 | . | -1.0% | 3.0% | -3.7% | .
13 | 3.3% | 0.4% | -0.4% | 5.7% | 3.2%
14 | 14.4µM* | . | -3.8% | -7.1% | 47.3µM*
15 | -6.8% | 1.3% | 4.2% | 1.7% | -18.3%
16 | -9.2% | 2.0% | 1.6% | -5.3% | -7.6%

Continuation.
No. | canonical_smiles | WT yeast gro inh | WT yeast gro inh mutant strain | TNAP activators | XIAP antagonists | Myeloid diff MLP | Myeloid diff MLP GFP+ MAC1+ %
17 | Cc1ccc(C(=O)NCC(=O)Nc2ccncc2)cc1 | . | . | . | . | i | 0.9
18 | O=C(NCCCn1ccnc1)C(=O)NCC1OCCN1S(=O)(=O)c1ccccc1 (stereo not given) | -1.1 | -9.5 | 1.1 | -7.5% | i | 0.5
19 | O=C(NCCc1c[nH]c2ccccc12)C(=O)NCC1OCCN1S(=O)(=O)c1ccc(F)cc1 (stereo not given) | -5.2 | -8.1 | 1 | -6.1% | i | 1.0
20 | Cc1sc2nc(CN3CCCC3)nc(N3CCC(C(N)=O)CC3)c2c1C | -18.0 | -24.2 | 1.1 | -9.2% | i | 0.8
21 | O=C(COc1ccc(Cl)cc1)Nc1ccc(N2CCN(C(=O)c3ccco3)CC2)cc1 | 7.1 | -11.3 | 1.1 | -6.6% | i | 8.7
22 | O=C(CN(Cc1cccs1)C(=O)CCC(=O)Nc1nccs1)NCc1ccccc1 | 1.2 | -26.2 | 1.1 | -9.9% | i | 6.7
23 | Cn1c(=O)c2c(SCC(=O)NCc3ccco3)nc(CC(C)(C)C)nc2n(C)c1=O | -4.0 | 4.0 | 1.1 | -1.5% | i | 1.0
24 | CCc1ccc(NC(=O)CSc2nnc(-c3ccccn3)n2C)cc1 | -0.4 | 19.8 | 1.1 | -1.2% | i | 0.5

No. | PMI inhibitors | RSV CPE inhibition | SIAH1 antagonists | PhoP inhibition | human PMI inhibitors
17 | . | 1.2% | -1.2% | 0.5% | .
18 | 4.2% | 2.0% | -2.7% | 6.4% | 2.5%
19 | 10.3% | 0.5% | 2.9% | 3.5% | 19.0%
20 | 1.7% | 0.3% | -0.3% | 1.8% | 0.5%
21 | 4.2% | -0.8% | 0.2% | -0.3% | 1.5%
22 | 7.8% | -0.8% | 8.4% | 10.3% | 9.4%
23 | -6.7% | 9.1% | 0.2% | 4.0% | -8.4%
24 | -5.4% | 1.2% | 8.4% | -10.4% | 1.7%

(more compounds)
No. | canonical_smiles | WT yeast gro inh | WT yeast gro inh mutant strain | TNAP activators | XIAP antagonists | Myeloid diff MLP | Myeloid diff MLP GFP+ MAC1+ %
25 | Cc1ccc(C)c(NC(=O)c2cc(-c3cc(C)cc(C)c3O)n[nH]2)c1 | . | . | . | . | i | 0.9
26 | COc1ccc(CC(=O)NCCc2ccc(OC)c(OC)c2)cc1 | . | . | . | . | i | 0.3
27 | O=c1c(Cc2ccccc2)c(O)nc2n1CCCS2 | -18.7 | -9.2 | 1.1 | 0.1% | i | 1.0
28 | COc1ccc(OC)c(-c2nc(CN(C)C(C)c3ccncn3)c(C)o2)c1 (stereo not given) | -1.0 | -9.1 | 1 | -2.0% | i | 0.5
29 | CCN(CC)S(=O)(=O)c1ccc(C)c(NC(=O)c2cc(C)oc2C)c1 | 9.4 | 17.1 | 1.1 | -8.1% | i | 0.3
30 | Cc1ncc(CN2CCCCC2C(=O)Nc2ccc(Oc3ccccc3)nc2)cn1 (stereo not given) | . | . | . | . | i | 1.2
31 | CC1=C(C(=O)OCCOc2ccccc2)C(c2ccsc2)NC(=O)N1C (stereo not given) | 15.0 | -9.0 | 1 | -9.7% | i | 0.5
32 | Clc1ccc(CN=C(Nc2ccccc2)NC2CCCCC2)cc1 | -1.5 | 2.1 | 1.3 | -3.6% | i | 0.6

No. | PMI inhibitors | RSV CPE inhibition | SIAH1 antagonists | PhoP inhibition | human PMI inhibitors
25 | . | 9.5% | 1.2% | 3.4% | .
26 | . | 0.7% | 3.9% | 8.8% | .
27 | 1.3% | . | -4.5% | -0.6% | -0.6%
28 | . | -2.5% | -0.4% | 10.1% | .
29 | -10.6% | 3.6% | -6.1% | -2.6% | -6.4%
30 | . | 0.1% | -2.2% | -6.9% | .
31 | -6.7% | 3.5% | 3.4% | 2.9% | 0.5%
32 | 6.9% | -2.7% | 16.1% | -2.4% | 2.0%

(continued)
No. | canonical_smiles | WT yeast gro inh | WT yeast gro inh mutant strain | TNAP activators | XIAP antagonists | Myeloid diff MLP | Myeloid diff MLP GFP+ MAC1+ %
33 | Cc1ccc(CCNC(=O)CCn2c(=O)c3cccn3c3ccc(F)cc32)cc1 | . | . | . | . | i | 1.8
34 | O=C(NNC(=S)NC1CCCCC1)c1cccc(S(=O)(=O)Nc2ccccc2Cl)c1 | -19.0 | -9.2 | 1.8 | -3.1% | i | 0.7
35 | Cc1ccc(CNC(=O)C2CC(=O)OC23CCCC3)c(C)c1 (stereo not given) | -16.0 | 9.0 | 1.1 | -4.1% | i | 2.1
36 | O=C(O)c1nc(Cl)c(Cl)c(N/N=C/c2ccccc2C(F)(F)F)c1Cl | . | . | . | . | i | 3.5
37 | COc1ccccc1OC1=NS(=O)(=O)c2ccccc21 | 15.7 | 7.5 | 1.2 | -8.6% | i | 0.3
38 | Cc1ccc(S(=O)(=O)Nc2ccc(-c3csc(-c4ccccc4)n3)cc2)cc1 | 32.6 | 5.2 | 1.2 | -1.1% | i | 1.1
39 | CCOC(=O)c1ccc(S(=O)(=O)NNC(=O)c2cccc(N(C)C)c2)cc1 | -8.9 | 7.6 | 1.1 | -14.0% | i | 0.9
40 | Cc1nc2sc3c(c2c(=O)[nH]1)CCC3 | 15.2 | 27.4 | 1.1 | -3.2% | i | 0.3

No. | PMI inhibitors | RSV CPE inhibition | SIAH1 antagonists | PhoP inhibition | human PMI inhibitors
33 | . | 17.3% | -0.9% | 11.0% | .
34 | 9.4% | 2.8% | -2.5% | -2.6% | -0.1%
35 | -5.5% | 3.7% | 10.8% | -7.9% | 5.4%
36 | . | 3.4% | -3.7% | -5.1% | .
37 | -6.4% | 3.0% | 3.5% | 4.4% | -2.9%
38 | 23.2% | -1.8% | 10.1% | 6.2% | 9.5%
39 | -2.6% | 2.2% | 4.0% | 2.6% | 10.3%
40 | -0.7% | 2.0% | 0.2% | 16.0% | -1.4%

Going on with the list:
No. | canonical_smiles | WT yeast gro inh | WT yeast gro inh mutant strain | TNAP activators | XIAP antagonists | Myeloid diff MLP | Myeloid diff MLP GFP+ MAC1+ %
41 | O=C(CSc1ccc2nnc(-c3ccc(F)cc3)n2n1)NCC1CCCO1 (stereo not given) | 8.4 | 5.4 | 1.2 | -4.0% | i | 2.9
42 | COc1ccc(N2CCN(C(c3cc(OC)ccc3OC)c3nnnn3Cc3ccco3)CC2)cc1 (stereo not given) | 6.3 | 2.8 | 1.1 | -7.2% | i | 3.3
43 | CC(C)(C)c1ccc(OCC(=O)N2CCN(c3ncccn3)CC2)cc1 | . | . | . | . | i | 0.4
44 | Cc1ccccc1C(=O)NNC(=O)C(=O)Nc1cccc(Cl)c1C | -21.1 | -51.1 | 1.2 | -4.8% | i | 0.6
45 | COC(=O)c1ccc(OC(=O)C23CCC(C)(C(=O)O2)C3(C)C)cc1 (stereo not given) | -12.3 | -0.9 | 1.1 | -8.6% | i | 0.3

No. | PMI inhibitors | RSV CPE inhibition | SIAH1 antagonists | PhoP inhibition | human PMI inhibitors
41 | -15.4% | 3.0% | 2.2% | -1.1% | -21.8%
42 | 18.8% | 2.9% | 5.9% | -14.3% | 10.1%
43 | . | 4.4% | 1.3% | -7.6% | .
44 | 4.0% | 0.8% | 0.9% | 1.8% | 5.3%
45 | 8.8% | 0.5% | 3.0% | 4.5% | 11.9%
